FLuc inh: Firefly luciferase inhibition profiling of diverse chemical library using quantitative high-throughput screening; Luciferin 4-monooxygenase (Photinus pyralis), P08659; purified P. pyralis luciferase, luminescence, biochemical; Potency, µM (highest dose often 115 µM), inactives show at the top dose activity change, negative = inhibition, most hits filed as inhibitors; actives 2.5% (n = 76,000); note: potency is the fitted concentration of half-maximal effect; nearly all actives have a fitted effect of over 65% in size
Target sequence (P08659 whole entry, looked up): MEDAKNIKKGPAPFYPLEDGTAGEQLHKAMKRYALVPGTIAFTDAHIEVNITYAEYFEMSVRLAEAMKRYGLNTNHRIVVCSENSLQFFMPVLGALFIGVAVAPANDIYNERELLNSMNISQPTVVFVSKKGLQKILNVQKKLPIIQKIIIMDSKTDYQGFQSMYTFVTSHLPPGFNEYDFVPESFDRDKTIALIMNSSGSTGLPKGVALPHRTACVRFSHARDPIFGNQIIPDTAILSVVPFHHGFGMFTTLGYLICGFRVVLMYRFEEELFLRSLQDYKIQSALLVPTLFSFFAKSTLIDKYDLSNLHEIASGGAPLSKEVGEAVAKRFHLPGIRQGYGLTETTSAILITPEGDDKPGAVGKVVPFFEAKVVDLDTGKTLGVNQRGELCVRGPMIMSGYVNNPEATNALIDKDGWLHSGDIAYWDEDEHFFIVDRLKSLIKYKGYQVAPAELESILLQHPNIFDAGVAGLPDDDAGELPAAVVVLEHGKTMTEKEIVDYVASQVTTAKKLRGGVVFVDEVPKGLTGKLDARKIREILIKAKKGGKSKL
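FLuc 10nM, D-luciferin 10uM, ATP 10uM, Mg acetate 10mM, Tris acetate pH 7.5, Tween/BSA; cpd qHTS; enzyme added last; CCD luminescence.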
HEK cytotox: Cytotoxic Profiling in HEK 293 Cell Line of Diverse Libraries Using Quantitative High-Throughput Screening; HEK 293 viability, ATP luminescence (CellTiter-Glo), 48-72 h; Potency, µM (titrated, usually from 115 µM), for inactives: at the top dose activity change, negative = cytotoxicity, actives largely listed as inhibitors; actives 6.6% (n = 94,000); note: potency is the fitted concentration of half-maximal effect; nearly all actives have a fitted effect of over 60% in size
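Cells seeded first (HEK 293, 250 cells/well), then compound added by pintool. Incubation ran 48 or 72 hr at 37 degree Celsius. CellTiter-Glo was added and luminescence imaged after 10 min at room temperature.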
SNCA viab count: GF-AFC viability counterscreen for inhibitors of alpha-synuclein gene (SNCA) expression; HEK-293-SNCA-luc viability, GF-AFC fluorescence, 24 h; Potency, µM (series often up to 57.1 µM), inactives show at the highest dose activity change, negative = cytotoxicity, actives largely listed as cytotoxic; actives 0.12% (n = 150,000);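 note: potency is the fitted concentration of half-maximal effect; 0% = DMSO-treated cells and -100% = medium-only wells without cells; nearly all actives have a fitted effect of over 30% in size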
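Cytotoxicity counterscreen: after 24 h compound treatment of genome-edited SNCA-luciferase HEK-293 cells, live-cell protease substrate GF-AFC read by fluorescence after 30 min; activity scaled between DMSO (0%) and medium-only (-100%), curves Hill-fitted.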
IP6K1 inh: Primary qHTS assay for small molecule inhibitors of Inositol hexaphosphate kinase 1 (IP6K1) | Inositol hexakisphosphate kinase 1 (Homo sapiens), Q92551 | IP6K1 kinase, ADP-Glo luminescence, 2 h; stronger effect = lower value | activity change, % (series mostly up to about 58 µM) | actives 0.81% (n = 140,000); in the data active = activity change below about -25%
Target sequence (Q92551 whole entry, looked up): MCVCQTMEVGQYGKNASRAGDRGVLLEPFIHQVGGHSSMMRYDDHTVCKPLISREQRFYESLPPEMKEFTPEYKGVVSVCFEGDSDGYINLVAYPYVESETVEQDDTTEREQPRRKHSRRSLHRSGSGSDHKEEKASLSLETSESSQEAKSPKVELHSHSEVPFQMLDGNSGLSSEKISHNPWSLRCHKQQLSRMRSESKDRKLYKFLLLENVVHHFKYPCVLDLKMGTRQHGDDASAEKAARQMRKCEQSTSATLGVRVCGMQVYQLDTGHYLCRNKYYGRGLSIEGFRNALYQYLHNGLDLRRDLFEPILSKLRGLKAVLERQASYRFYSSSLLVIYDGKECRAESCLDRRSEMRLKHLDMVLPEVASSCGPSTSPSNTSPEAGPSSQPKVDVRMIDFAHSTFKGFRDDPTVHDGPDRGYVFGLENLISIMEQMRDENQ
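ADP-Glo luminescence measures ADP made by human IP6K1 during a 2 h RT reaction with ATP/IP6 (mix at 1.3 mM/130 uM); top library doses 57.5 and 19.1 uM final.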
GPT2 inhibitor: Primary qHTS assay for inhibitors of Glutamate pyruvate transaminase 2 (GPT2); Alanine aminotransferase 2 (Homo sapiens), Q8TD30; Recombinant GPT2, coupled pyruvate oxidase/HRP Amplex Red fluorescence; AID 1671188, 2021; Potency, µM (doses to about 57.7 µM), without a hit: top-dose activity change, negative = inhibition, actives largely listed as inhibitors; actives 0.25% (n = 100,000); note: potency is the fitted concentration of half-maximal effect; nearly all actives have a fitted effect of over 60% in size; many of its hits are not listed in these tables
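Recombinant GPT2 (10ng/uL) with 250uM a-KG and 2mM L-alanine, 30 min at room temperature, in HEPES pH 7.5 buffer. Pyruvate detected by pyruvate oxidase/HRP/Amplex Red fluorescence after 30 min in the dark; AOA (50uM) as positive control.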
3T3 cytotox: Cytotoxic Profiling in NIH 3T3 Cell Line of Diverse Libraries Using Quantitative High-Throughput Screening | NIH 3T3 viability, CellTiter-Glo ATP luminescence, 48-72 h | Potency, µM (highest dose often 96.7 µM), for the others: top-dose activity change, negative = cytotoxicity, hits mostly inhibitors | actives 4.3% (n = 94,000); note: potency is the fitted concentration of half-maximal effect; nearly all actives have a fitted effect of over 55% in size
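Mouse fibroblast NIH 3T3 cells, 400 per well, received compound via pintool and were incubated for 48 or 72 hr prior to CellTiter-Glo ATP luminescence measurement.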
SNCA expr inh: Primary qHTS assay for inhibitors of alpha-synuclein gene (SNCA) expression; HEK-293 SNCA-luciferase knock-in, luminescence, 24 h; Potency, µM (series often up to 57.2 µM), for the others: at the highest dose activity change, negative = inhibition, usual class: inhibitors; actives 0.17% (n = 140,000);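 note: potency is the fitted concentration of half-maximal effect; plate controls were DMSO cells for no effect and cell-free wells for full effect; nearly all actives have a fitted effect of over 45% in size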
The depositor's hits bear a star; i = inactive; u = inconclusive; x = not tested or not shown; [ ] = remark or other dose. Unless noted, calls come from the whole dose curve; as a rule, active = well fitted curve in the direction sought with a large enough effect; inconclusive = small, poorly fitted or top-dose-only effect, or another doubt; inactive = no such curve, though single readings can be large; an effect the other way counts as inactive or inconclusive. Unless noted, % is set by controls: 0 for no effect and ±100 for the full control effect. The list is partial, so the mix of outcomes need not match the whole.

SMILES	FLuc inh	HEK cytotox	SNCA viab count	IP6K1 inh	GPT2 inhibitor	3T3 cytotox	SNCA expr inh
Cc1cc2nc3n(c(=O)c2n1CC(=O)NCCc1ccc(Cl)cc1)CCCC3	2%	-17%	-5%	-10	i	u	4%
CS(=O)(=O)c1ccc(CN2CCCC(c3ccccc3)C2)cc1 (stereo not given)	-1%	u	-2%	0	u	-15%	-15%
COc1ccc(S(=O)Cc2ccc(C(=O)N3CCN(c4cccc(C)c4C)CC3)o2)cc1 (stereo not given)	x	x	-12%	16	x	x	u
CCOc1ccc(C2CC(=O)c3c([nH]c(C(=O)OC4CCC(C)CC4)c3C)C2)cc1 (stereo not given)	x	x	3%	11	x	x	12%
O=C(NCc1ccccc1)c1csc(N2CCN(c3ccc(Cl)cc3)CC2)n1	4%	u	u	-8	i	-12%	u
O=S(=O)(Nc1ccc(F)c(C(F)(F)F)c1)c1ccc(N2CCCCS2(=O)=O)cc1	x	x	-5%	15	x	x	-7%
Cc1cc(C)n(-c2cccc(-c3nc(C4CCOC4)no3)c2)n1 (stereo not given)	0%	u	7%	1	-5%	u	-18%
CC(=O)c1ccc(NC(=O)CCc2c(C)nc3cc(-c4ccc(Cl)cc4)nn3c2C)cc1	x	x	-10%	-1	x	x	u
CCOCCOC1CCN(C(=O)c2cccc(F)c2)CC1	0%	8%	1%[12.5 µM]	23	1%	i	u
FC(F)(F)c1cccc(CCC2CCCN(Cc3cccnc3)C2)c1 (stereo not given)	-5%	u	-1%	5	i	-29%	-17%
CCN(CC)CCCNC(=O)CN1C(=O)COc2ccc(S(=O)(=O)N3CCC(C)CC3)cc21	x	x	4%	-15	x	x	5%
Cc1cc(C)n(CCC(=O)N2C[C@@H](CO)[C@H](c3nc(C4CC4)no3)C2)n1	-13%	0%	16%	-12	i	-11%	15%
CCOC(=O)c1cn(C2CN(S(=O)(=O)c3cccc(F)c3)C2)nn1	-12%	-18%	10%	31	i	-17%	-23%
CN(C)c1ccc(CN2CCC3(CC2)C(=NC2CCCCC2)NC(=O)N3c2cc(F)cc(F)c2)cc1	x	u	5%	-9	5%	-25%	-18%
Cc1ccc(C(=O)N2C[C@@H](Oc3ccccc3)C[C@H]2C(=O)N2CCCC2)cn1	0%	u	-12%	23	-21%	-11%	-5%
CC(C)=CCCC1(C)C2CCC1(C)C(O)C2 (stereo not given)	x	x	5%	4	3%	x	x
Cc1cccc(N2CCN(S(=O)(=O)c3ccc4[nH]c5c(c4c3)CCCCC5)CC2)c1C	x	x	21%	46	x	x	6%
Cc1ccc(CCNC(=O)Cn2nc(-c3ccc(C)cc3)ccc2=O)cc1	x	x	0%	-11	x	x	2%
OCc1cccc(-c2cc(-c3cccnc3)c3cncn3c2)c1	-18%[172 µM]	-66%[172 µM]	-9%[87.6 µM]	-22	u	-71%[138 µM]	5%[87.6 µM]
CCCNC(=O)N1CCCC(c2nc(C3CCOCC3)no2)C1 (stereo not given)	3%	-9%	-1%	-9	-3%	-13%	7%
c1cnc(N2CCN(c3ncc4c(n3)CCNC4)CC2)nc1	x	x	11%	3	x	x	0%
COc1ccc(C(=O)Nc2nc(-c3ccc(Br)cc3)ns2)cc1	x	x	10%	2	x	x	-4%
Cc1cccc(NC(=O)CSc2nnc(C)c(=O)[nH]2)c1	x	x	-5%	1	x	x	17%
Cc1c(-c2ccccc2F)[nH]c2ccc(CNC(=O)CN3CC(=O)NC3=O)cc12	16µM*	u	7%	0	i	u	41%[activator]
CCOc1cccc(CNC(=O)CN2CC3CC(C2)[C@H]2CCCC(=O)N2C3)c1 (stereo not given in full)	8%	-8%	-4%	18	i	-2%	1%
Cn1cc(C(=O)NCC2CN(CCCc3ccccc3)CC23CN(c2ccccc2)C3)cn1 (stereo not given)	0%	u	10%	5	-5%	u	9%
COc1ccc(OCc2nc(C)c(CCO)c(=O)n2CC(=O)Nc2cc(OC)ccc2OC)cc1	4%	-8%	0%	-9	i	2%	-10%
Cc1ccccc1C(=O)N1CCC2(CC1)Cc1ccccc1NC2=O	-2%	35µM*	-11%	-2	2%	u	8%
CC(C)CNC(=O)N1CCCC(c2noc(COc3ccccc3F)n2)C1 (stereo not given)	-20%	u	-9%	5	5%	u	42%[activator]
COCC1(c2nc(C3CCOCC3)nn2-c2ccncc2C)CC1	12%	-2%	-4%	-12	i	4%	11%
O=C1C(c2[nH]c3ccccc3c2O)=Nc2ccccc21	x	x	24%[23.9 µM]	11	-18%	x	3%[25.6 µM]
CCOC(=O)C1CCCN(S(=O)(=O)c2cc(-c3onc(C)c3C)ccc2OC)C1 (stereo not given)	x	x	-8%	22	x	x	-29%
CN(C)c1ccc(CNC(=O)CCCN2C(=O)CCn3nc(-c4cccn4C)cc32)cc1	x	x	3%	11	x	x	2%
CC(=O)N[C@@H]1C=C[C@@H](c2c(C)nn(-c3ccc(C(C)(C)C)cc3)c2C)C1	14µM*	u	-27%[87.6 µM]	15	-7%[88.5 µM]	50µM*	76%[activator][87.6 µM]
COC(=O)CNC(=O)C1CN(c2ccc(OC)cc2)C(=O)N1 (stereo not given)	3%[172 µM]	2%[172 µM]	11%[87.6 µM]	11	-9%[88.5 µM]	-10%[138 µM]	-6%[87.6 µM]
CCC1CCCCN1C(=O)c1ccc2c(c1)N(Cc1cccc(Cl)c1)C(=O)c1ccccc1S2(=O)=O (stereo not given)	x	x	-10%	-9	x	x	-18%

As a short view, some entries already given.
SMILES	FLuc inh	HEK cytotox	SNCA viab count	IP6K1 inh	GPT2 inhibitor	3T3 cytotox	SNCA expr inh
Cc1c(-c2ccccc2F)[nH]c2ccc(CNC(=O)CN3CC(=O)NC3=O)cc12	16µM*	u	7%	0	i	u	41%[activator]
CCOc1cccc(CNC(=O)CN2CC3CC(C2)[C@H]2CCCC(=O)N2C3)c1 (stereo not given in full)	8%	-8%	-4%	18	i	-2%	1%
Cn1cc(C(=O)NCC2CN(CCCc3ccccc3)CC23CN(c2ccccc2)C3)cn1 (stereo not given)	0%	u	10%	5	-5%	u	9%
COc1ccc(OCc2nc(C)c(CCO)c(=O)n2CC(=O)Nc2cc(OC)ccc2OC)cc1	4%	-8%	0%	-9	i	2%	-10%
Cc1ccccc1C(=O)N1CCC2(CC1)Cc1ccccc1NC2=O	-2%	35µM*	-11%	-2	2%	u	8%
CC(C)CNC(=O)N1CCCC(c2noc(COc3ccccc3F)n2)C1 (stereo not given)	-20%	u	-9%	5	5%	u	42%[activator]
COCC1(c2nc(C3CCOCC3)nn2-c2ccncc2C)CC1	12%	-2%	-4%	-12	i	4%	11%
O=C1C(c2[nH]c3ccccc3c2O)=Nc2ccccc21	x	x	24%[23.9 µM]	11	-18%	x	3%[25.6 µM]
CCOC(=O)C1CCCN(S(=O)(=O)c2cc(-c3onc(C)c3C)ccc2OC)C1 (stereo not given)	x	x	-8%	22	x	x	-29%
CN(C)c1ccc(CNC(=O)CCCN2C(=O)CCn3nc(-c4cccn4C)cc32)cc1	x	x	3%	11	x	x	2%
CC(=O)N[C@@H]1C=C[C@@H](c2c(C)nn(-c3ccc(C(C)(C)C)cc3)c2C)C1	14µM*	u	-27%[87.6 µM]	15	-7%[88.5 µM]	50µM*	76%[activator][87.6 µM]
COC(=O)CNC(=O)C1CN(c2ccc(OC)cc2)C(=O)N1 (stereo not given)	3%[172 µM]	2%[172 µM]	11%[87.6 µM]	11	-9%[88.5 µM]	-10%[138 µM]	-6%[87.6 µM]
CCC1CCCCN1C(=O)c1ccc2c(c1)N(Cc1cccc(Cl)c1)C(=O)c1ccccc1S2(=O)=O (stereo not given)	x	x	-10%	-9	x	x	-18%

Further structures
SMILES	FLuc inh	HEK cytotox	SNCA viab count	IP6K1 inh	GPT2 inhibitor	3T3 cytotox	SNCA expr inh
O=C(Nc1cc(C(F)(F)F)ccc1N1CCCCC1)c1ccncc1	x	x	17%	-8	1%	x	x
O=C(Cc1ccc(N(Cc2ccccc2)C(=O)c2ccco2)cc1)NCc1ccc(F)cc1	-2%	40µM*	-6%	-13	i	u	-11%
COc1ccc(-c2noc(CSc3nnc(-c4ccncc4)n3-c3cccc(C)c3)n2)cc1OC	x	x	7%	-13	x	x	29%
CC(C)(C)NC(=O)N1CCCC(c2nc(CCOCC3CC3)no2)C1 (stereo not given)	-1%	-9%	-6%	7	1%	-13%	6%
CCCCCC(=O)N1[C@@H](c2ccco2)[C@@H](C(=O)OCC)C[C@]12CCCCNC2=O	x	-29%	x	8	x	u	x
COc1ccc(C#Cc2ccc(C(=O)N3CCC[C@@H](O)C3)c(F)c2)cc1	x	x	-15%	25	4%	x	x
CN(Cc1cccnc1)C(=O)CCC1CCN(C(=O)c2ccccc2)CC1	-2%	u	-7%	11	3%	-14%	4%
Cc1ccc2ncc(S(=O)(=O)c3ccccc3)c(N3CCCCC3C)c2c1 (stereo not given)	x	x	-2%	-20	x	x	2%
Cc1c(O)cccc1C(=O)N1CCC2(CC1)Nc1ccccc1NC2=O	-4%	u	14%	13	u	u	21%
CCCCCNC(=O)c1cc(-c2ccccc2OC)nc2c1cnn2C	x	-30%	x	6	x	u	x
C[C@]1(CO)C2CC[C@@H](O)[C@@H](CC(=O)NCc3ccccc3)[C@]2(C)CC[C@H]1OC(=O)Nc1ccccc1 (stereo not given in full)	-2%	-27%	-19%	4	i	u	-25%
Cc1ccc(CNC(=O)c2sc3ncnc(N(C)C4CCCCC4)c3c2C)cc1	x	x	-4%	-6	x	x	u
COc1ccc(C)cc1-c1nccc2c(=O)cc(-c3cnn(C)c3)oc12	-7%[172 µM]	u	-25%[87.6 µM]	-16	u	u	20%[87.6 µM]

Assay outcomes from PubChem BioAssay.
